# TRHR PAM – qHTS for Small Molecule Agonists and Allosteric Enhancers of Human TRH Receptor: Primary Screen for Enhancers | Thyrotropin-releasing hormone receptor (Homo sapiens), P34981 | TRHR cells, fluo-8 calcium fluorescence, EC20 TRH enhancement | enhancement, % at 2 µM | actives 0.66% (n = 360,000); in the data active = enhancement above about 30%; note: 0% is about no effect
# Target sequence (P34981 whole entry, looked up): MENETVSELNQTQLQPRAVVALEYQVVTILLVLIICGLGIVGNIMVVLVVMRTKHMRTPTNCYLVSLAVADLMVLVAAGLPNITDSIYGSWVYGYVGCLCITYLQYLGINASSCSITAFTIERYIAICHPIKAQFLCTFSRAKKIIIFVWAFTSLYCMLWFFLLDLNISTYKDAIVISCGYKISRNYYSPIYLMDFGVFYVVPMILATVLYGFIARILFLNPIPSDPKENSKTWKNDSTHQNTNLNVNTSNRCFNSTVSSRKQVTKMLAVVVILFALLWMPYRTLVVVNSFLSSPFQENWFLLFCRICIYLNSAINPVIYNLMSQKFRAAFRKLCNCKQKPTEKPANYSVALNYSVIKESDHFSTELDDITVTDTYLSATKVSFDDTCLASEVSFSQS
#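 Enhancer read-out: after compound pinning and an initial kinetic agonist-mode read, an EC20 of TRH (10 nM final) was injected and fluo-8 calcium signal (Ex 480/Em 530) followed at 1 s/cycle for 100 cycles in TRHR-expressing cells.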
# RXFP1 antag – qHTS Assay for Antagonists of the Relaxin Receptor RXFP1 | Relaxin receptor 1 (Homo sapiens), Q9HBX9 | activity change, negative = inhibition, % at 57.5 µM | AID 1259400, 2018 | HEK293-RXFP1, relaxin-stimulated cAMP HTRF, 30 min; hits give low values | actives 0.59% (n = 350,000);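 active = activity change of -60% or lower, but not beyond a set lower limit; inconclusive = change between -60% and -40%, or beyond the set limit; inactive = change above -40%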; note: % is set by controls: 0 for no effect and ±100 for the full control effect
# D2 PAM – HTS Assay for Positive Allosteric Modulators of the Human D2 Dopamine Receptor: Primary Screen for Potentiators; potentiation, % at 10 µM; actives 0.34% (n = 340,000); HEK293 T-REx D2, calcium flux, EC20 dopamine potentiation;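 active = potentiation over 3 SD above the plate norm, cut at about 30% in these data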; note: 0% is about no effect
#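 Cells plated with tetracycline inducer and held overnight at 30 C; calcium dye loaded 30–90 min at room temperature; baseline taken, compound added and read 180 s; EC20 dopamine then added and read 180 s.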
# RXFP1 ag – qHTS Assay for Agonists of the Relaxin Receptor RXFP1 | Relaxin receptor 1 (Homo sapiens), Q9HBX9 | HEK293T-RXFP1 cAMP TR-FRET, 30 min; response scale: percent of porcine relaxin response, buffer zero | Potency, µM (doses to about 57.5 µM), for inactives: at the top dose activation, hits mostly activators | actives 0.3% (n = 370,000) | AID 2676, 2010; active = well fitted activation curve with a large enough effect; inconclusive = small, poorly fitted or top-dose-only effect; note: potency is the fitted concentration of half-maximal effect; % is set by controls: 0 for no effect and ±100 for the full control effect; nearly all actives have a fitted effect of over 60% in size; many of its hits are not listed in these tables
#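 cAMP rise read by TR-FRET after 30 min, 37C compound exposure (up to 58 uM) in RXFP1-transfected HEK293 cells with Ro 20174 present. EC50 from Hill-equation fits, with 29 nM porcine relaxin as 100% and buffer as basal.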
# D1 antagonist – Antagonist of Human D 1 Dopamine Receptor: qHTS; HEK293 TREx D1 cells, calcium flux, dopamine EC80; hits give low values; activity change, negative = inhibition, % at 10 µM; actives 3.2% (n = 360,000); AID 504652, 2011; in the data active = activity change below about -30%; note: % is set by controls: 0 for no effect and ±100 for the full control effect
# Target sequence (P21728 whole entry, looked up): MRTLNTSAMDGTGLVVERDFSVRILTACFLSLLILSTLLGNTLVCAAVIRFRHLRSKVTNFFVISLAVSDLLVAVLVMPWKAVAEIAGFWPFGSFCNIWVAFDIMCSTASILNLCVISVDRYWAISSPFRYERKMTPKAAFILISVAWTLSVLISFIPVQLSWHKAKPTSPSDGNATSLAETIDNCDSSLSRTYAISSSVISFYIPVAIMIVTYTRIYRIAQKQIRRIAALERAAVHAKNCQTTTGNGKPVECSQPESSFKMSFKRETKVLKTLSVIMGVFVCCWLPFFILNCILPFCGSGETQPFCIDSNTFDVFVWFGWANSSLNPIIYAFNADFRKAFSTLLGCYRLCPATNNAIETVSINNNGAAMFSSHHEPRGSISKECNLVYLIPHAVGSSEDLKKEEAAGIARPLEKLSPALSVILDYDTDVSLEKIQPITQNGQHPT
#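 Calcium flux readout: force-coupled, inducible Hek293 Trex D1 line, cells induced overnight at 30 C with tetracycline, dye-loaded 30–90 min at RT. Antagonism scored against EC80 dopamine challenge given 180 s after compound.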
# D2 agonist – HTS Assay for Allosteric Agonists of the Human D2 Dopamine Receptor: Primary Screen for Agonists | actives 0.53% (n = 340,000) | D(2) dopamine receptor (Homo sapiens), P14416 | HEK293 T-REx D2 cells, calcium flux agonist mode | AID 485358, 2010 | activation, % at 2 µM;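 active = activation over 3 SD above normal in the single-dose calcium agonist read, cut at about 30% in these data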; note: 0% is about no effect
#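 Tetracycline-induced HEK293 T-REx cells with force-coupled D2 receptor, plated overnight at 30 C, loaded with no-wash calcium dye. After a 10 s baseline, compound was pin-added and calcium flux read kinetically for 180 s; calcium rises flagged agonists.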
# D2 antagonist – HTS Assay for Allosteric Antagonists of the Human D2 Dopamine Receptor: Primary Screen for Antagonists; inhibition, % at 10 µM; actives 2% (n = 340,000); D(2) dopamine receptor (Homo sapiens), P14416; HEK293 TREx D2 cells, calcium flux, dopamine EC80; AID 485344, 2010; in the data active = inhibition above about 30%; note: 0% is about no effect
#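 Calcium flux kinetic readout in an inducible HEK293 TREx D2 line plated overnight at 30 C. After 180 s compound exposure, an EC80 dopamine challenge follows with another 180 s kinetic read to detect antagonism.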
# D1 PAM – Potentiators of Human D1 Dopamine Receptor: qHTS; HEK293 TREx D1 cells, calcium flux, dopamine EC20 potentiation; potentiation, % at 10 µM; actives 0.036% (n = 360,000); in the data active = potentiation above about 30%; note: 0% is about no effect
# D1 ag – Allosteric Agonists of the Human D1 Dopamine Receptor: qHTS. D(1A) dopamine receptor (Homo sapiens), P21728. activation, % at 2 µM. actives 1% (n = 360,000). HEK293 T-REx D1 cells, calcium flux, agonist mode; in the data active = activation above about 30%; note: 0% is about no effect
#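 Agonism was scored from calcium flux recorded over 180 s (1 read/s) after pintool compound addition, following a 10-cycle baseline. Cells were inducible force-coupled HEK293 TREx D1, plated overnight at 30 C and loaded with no-wash calcium dye.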
# The depositor's hits bear a star; u = inconclusive; x = no result given. This is a subset; count on the stated rates, not on these rows.
SMILES,TRHR PAM,RXFP1 antag,D2 PAM,RXFP1 ag,D1 antagonist,D2 agonist,D2 antagonist,D1 PAM,D1 ag
Cc1ccc2c(c1)-c1c(cnn1CC(=O)NC(C)CCc1ccco1)CO2 (stereo not drawn),-4.7,2.8,11.1,1.3%,7.0,-1.1,-12.4,-1.1,2.4
O=C(C1CCC(Cn2c(=O)[nH]c3ccccc3c2=O)CC1)N1CCN(c2ccccc2)CC1 (stereo not drawn),0.6,x,4.3,-0.5%,32.0,0.4,-11.5,-0.5,-0.9
O=C(C1CC(=O)N(c2ccccc2)C1)N1CCN(c2ccc(F)cc2)CC1 (stereo not drawn),-5.0,-10.1,1.5,5.1%,-0.5,0.3,5.4,-6.4,5.4
Cn1c(N2CCN(S(=O)(=O)c3ccc(Cl)cc3)CC2)nc2ccccc21,-8.1,5.5,2.1,1.2%,1.5,-0.7,-8.5,-3.2,2.5
O=S(=O)(c1cccc2nsnc12)N1CCN(c2ccc(F)cc2)CC1,23.3,-13.6,-2.7,1.4%,-13.2,1.3,-6.5,-2.5,4.5
N#Cc1ccccc1-c1ccccc1C(=O)N1CCCCC1,-3.0,5.1,6.6,0.7%,-0.1,0.7,0.0,2.2,0.8
CSc1cccc(NC(=O)CCCOc2ccc(Cl)cc2C)c1,4.6,-8.2,-1.5,-0.7%,-0.2,-0.5,-10.7,-2.6,5.6
Cc1ccc(NC(=O)c2cc(S(=O)(=O)N3CCOCC3)cs2)cc1,1.7,10.2,-11.9,0.6%,-7.2,-0.4,6.3,-3.2,-0.1
Cc1ccc2nc(N3CCN(C(=O)C4COc5ccccc5O4)CC3)sc2c1 (stereo not drawn),-3.6,-18.5,14.0,0.7%,x,0.8,x,-1.1,-3.5
CC(C)NC(=O)c1cc2c(=O)n3ccccc3nc2s1,-2.6,-1.9,2.3,4.1%,9.4,0.9,5.8,-7.0,3.0
O=C(Oc1ccc(-c2cnc3ccccc3n2)cc1)c1ccco1,-4.2,3.3,-2.6,3.3%,-6.9,0.4,-5.4,-2.8,6.3
CNC(=O)C1CCC(Cn2c(=O)c3sccc3n(CC(=O)Nc3cc(F)ccc3F)c2=O)CC1 (stereo not drawn),11.1,-12.8,2.5,0.7%,12.2,x,x,-2.5,1.7
COc1ccc(C(=O)NCc2ccc3c(c2)cc(C)n3C)cc1OC,-2.1,6.3,-5.2,0.3%,-12.5,-4.0,-18.2,-8.2,9.4
Cc1ccc(SC(CC(=O)c2ccc(C(C)(C)C)cc2)C(=O)O)cc1 (stereo not drawn),-3.1,u,-2.4,0.3%,-5.9,0.3,-13.7,-0.1,-0.6
O=C(CNC(=O)c1ccc(N2C(=O)c3ccccc3C2=O)cc1)OCC(=O)c1cccc2ccccc12,3.0,8.2,-0.4,10.5%,5.8,0.4,-2.9,-1.6,1.8
O=C(COc1ncnc2ccccc12)NC1CCS(=O)(=O)C1 (stereo not drawn),-3.0,5.0,-1.6,3.1%,2.2,1.0,-2.0,-9.5,4.3
Cc1nc(SCC(=O)NCC2CCCO2)c2cc(-c3ccccc3)sc2n1 (stereo not drawn),-0.3,-30.3,-3.9,3.1%,11.0,0.9,-48.8,-1.2,0.9
Cc1cc(S(=O)(=O)n2[nH]c(=O)c(CCO)c2C)c(Cl)cc1Cl,-0.6,-4.5,0.0,-0.5%,-23.5,0.0,4.5,-1.2,16.0
COCCOC(=O)C1=C(C)NC(C)=C(C(=O)OCCOC)C1/C=C/c1ccccc1OC,-3.9,0.1,-16.9,-1.6%,-3.9,-0.3,-10.3,1.3,0.9
COc1ccc(CNc2nc(-c3cccnc3)nn2C(=O)c2ccco2)cc1,22.4,3.6,x,2.3%,-13.4,x,x,5.7,3.9
COc1ccc(C(=O)Nc2cccc(NC(=O)c3ccc(OC)c(OC)c3)n2)cc1OC,0.2,-5.8,4.5,-0.7%,10.2,-0.9,-3.9,-8.0,1.5
Cc1ccccc1-n1ncc(C(C)NC(=O)c2ccccc2)c1C (stereo not drawn),-2.3,-3.4,4.0,1.7%,9.3,-0.8,36.3*,-3.5,5.6
O=c1cc(-c2c(O)c3ccccc3n(Cc3ccccc3)c2=O)[nH][nH]1,-3.8,-84.1*,-0.5,0.7%,-5.1,-1.4,-8.0,0.9,9.0
Cc1cccc(C)c1OCc1nc2ccccc2c(=O)n1/N=C/c1ccc(OCC(=O)O)cc1,-1.5,-3.1,-13.4,0.3%,-11.3,-1.0,-5.1,-9.8,0.7
CCc1nc2ccc(C(=O)NCc3cccc(Br)c3)cc2nc1CC,-1.1,-17.3,7.6,2.4%,-17.3,0.2,x,-1.2,5.9

# Random excerpt: 5 compounds from above
SMILES,TRHR PAM,RXFP1 antag,D2 PAM,RXFP1 ag,D1 antagonist,D2 agonist,D2 antagonist,D1 PAM,D1 ag
Cn1c(N2CCN(S(=O)(=O)c3ccc(Cl)cc3)CC2)nc2ccccc21,-8.1,5.5,2.1,1.2%,1.5,-0.7,-8.5,-3.2,2.5
Cc1cccc(C)c1OCc1nc2ccccc2c(=O)n1/N=C/c1ccc(OCC(=O)O)cc1,-1.5,-3.1,-13.4,0.3%,-11.3,-1.0,-5.1,-9.8,0.7
COc1ccc(C(=O)NCc2ccc3c(c2)cc(C)n3C)cc1OC,-2.1,6.3,-5.2,0.3%,-12.5,-4.0,-18.2,-8.2,9.4
O=c1cc(-c2c(O)c3ccccc3n(Cc3ccccc3)c2=O)[nH][nH]1,-3.8,-84.1*,-0.5,0.7%,-5.1,-1.4,-8.0,0.9,9.0
CNC(=O)C1CCC(Cn2c(=O)c3sccc3n(CC(=O)Nc3cc(F)ccc3F)c2=O)CC1 (stereo not drawn),11.1,-12.8,2.5,0.7%,12.2,x,x,-2.5,1.7

# (list continues)
SMILES,TRHR PAM,RXFP1 antag,D2 PAM,RXFP1 ag,D1 antagonist,D2 agonist,D2 antagonist,D1 PAM,D1 ag
COc1ccc(-c2noc(-c3ccc(N4CCN(c5ccccc5)CC4)c([N+](=O)[O-])c3)n2)cc1,1.4,x,6.2,-7.7%,-12.7,0.1,x,0.6,2.2
Cc1ccc(C)c(NC(=O)C2CCCN2C(=O)OC(C)(C)C)c1 (stereo not drawn),-1.0,-4.9,1.3,0.2%,7.0,0.5,-1.9,-5.8,0.2
Cc1cc(C)nc(SC2CCOC2=O)n1 (stereo not drawn),11.7,-1.0,6.1,2.6%,2.6,-0.6,21.2,-3.5,0.5
COc1ccc(S(=O)(=O)Nc2cccnc2)c(C)c1C,-1.1,-2.4,x,1.3%,-5.9,x,x,-5.2,1.6
O=C(COC(=O)CNC(=O)c1ccccc1)Nc1ccc(S(=O)(=O)N2CCCC2)cc1,9.0,-20.1,3.8,1.8%,-4.5,x,x,-6.8,1.9
COc1ccccc1N1CCN(C2CCCN(Cc3cccc(O)c3)C2)CC1 (stereo not drawn),3.4,-0.5,-19.3,-0.3%,-50.4*,1.3,48.6*,1.2,-1.5
Cc1ccccc1Cn1cc(S(=O)(=O)c2ccc(F)cc2)c(=O)c2cc3c(cc21)OCO3,5.4,x,3.2,1.3%,-12.3,0.3,x,-1.3,2.7
C[C@H](NC(=O)N1CCn2c1nc1ccccc12)C(=O)NCc1ccc(F)cc1,-1.8,10.9,-1.6,0.3%,-11.4,-0.1,0.7,-0.8,3.2
Cc1cc(C(=O)Nc2cccc(C)c2C)c2c(C)nn(-c3cccc(F)c3)c2n1,-1.9,21.8,5.3,21.0%,-6.5,0.5,x,-1.8,0.3
COc1ccc(OC)c(-c2c(=O)n(OCc3ccccc3Br)c3ccccc3[n+]2[O-])c1,7.8,-2.9,-12.4,1.8%,-16.7,-0.3,8.2,3.4,3.9
Cc1nc2nc(COc3ccccc3)[nH]n2c(=O)c1Cc1ccccc1,-5.4,-2.4,18.3,0.8%,-1.6,-2.3,-2.7,-3.8,-1.9
C/C(Cn1nnc2ccccc21)=N\NC(=O)c1cccc(Br)c1,15.3,-3.7,-5.9,2.3%,9.9,0.0,-7.8,-6.3,2.5
C[N+]12CCCCC1[C@@H](CO)CCC2 (stereo partly drawn),-6.2,-4.1,3.1,-0.5%,3.5,0.1,-0.6,4.2,3.0
COc1ccc(NC(=O)CCC(=O)Nc2cc(OC)c(NC(=O)c3ccco3)cc2OC)c(OC)c1,-2.3,-3.4,16.4,-0.9%,-3.7,0.0,27.0,-1.7,0.6
Cc1cccc(-n2c(=O)c3c(c4cc(C)ccc4n3C)n(CC(=O)Nc3ccc(C)c(C)c3)c2=O)c1,-1.4,x,-2.0,-1.0%,-8.0,0.9,x,-1.9,-0.1
CC(=O)Nc1ccc2c(c1)nc(CCN1CCC(C)CC1)n2C,8.6,-5.3,9.3,3.2%,3.8,-0.3,-13.0,0.1,2.7
CCOC(=O)c1cc2sc(C)cc2n1C(C)C(=O)OCC (stereo not drawn),2.3,-14.2,-5.7,-0.3%,-4.2,-0.7,-0.8,-6.7,-2.2
CC(C)(C)NC(=O)NCc1cccnc1,-2.7,7.2,11.4,-9.0%,-1.7,0.4,x,7.5,2.0
O=C(c1noc2c1CCc1ccccc1-2)N1CCOCC1,-5.5,10.6,-3.8,1.6%,23.1,0.3,13.7,-5.7,-2.6
Cn1c(SCC(=O)c2ccc(F)cc2)nnc1-c1ccccc1N,12.4,-2.1,10.0,0.8%,-10.6,-1.6,-7.2,-0.3,2.1
O=C(NCc1ccc(F)cc1)c1noc2c1CCCC2,-1.1,14.6,5.0,2.7%,8.9,-0.6,17.9,2.9,1.2
Cc1ccc(COc2coc(CO)cc2=O)cc1,1.0,0.1,17.2,2.3%,-7.2,x,x,-11.8,0.3
COc1cc(C(=O)OCCc2cc3ccccc3c(=O)o2)cc(OC)c1OC,-4.5,x,10.5,9.4%,x,-1.3,-14.1,-3.0,3.6
COC(=O)c1ccc(CC(=O)c2c(C)cc(O)cc2O)o1,6.5,-4.9,0.5,-2.2%,0.7,0.1,0.4,1.4,3.0
O=C(Nc1nnc(S(=O)(=O)N2CCOCC2)s1)c1ccccc1,-2.2,-3.4,-0.3,5.5%,-11.0,1.2,-3.5,-5.8,5.8
O=C(N/N=C/c1ccccc1[N+](=O)[O-])c1cccs1,3.0,1.4,-12.6,2.0%,-25.7,-0.3,-18.9,-0.6,1.2
COC(=O)c1c(N)sc2c1CCN(c1ncc(C(F)(F)F)cc1Cl)C2,-4.7,2.0,2.4,5.6%,0.4,-0.9,-12.2,0.0,0.5
